Source: PubChem BioAssay (The Scripps Research Institute Molecular Screening Center)
FBW7 act: activators of human E3 ligase FBW7 | Q969H0 | AlphaScreen FBW7–phospho-cyclin E peptide binding, activator screen | normalized activity (activation), % at 26.1 µM | hit rate 0.13% among 650,000 | AID 1259310; in the data active = normalized activity above about 1.9%;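 note: purified mutant Fbw7 with reduced substrate affinity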
MITF inh: human MITF inhibition, primary screen; O75030; AlphaScreen MITF homodimerization, bead proximity signal; inhibition, % at 2.6 µM; hit rate 0.91% among 650,000; in the data active = inhibition above about 50%;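 note: 0% = vehicle wells with protein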
Target sequence (O75030 whole entry, looked up): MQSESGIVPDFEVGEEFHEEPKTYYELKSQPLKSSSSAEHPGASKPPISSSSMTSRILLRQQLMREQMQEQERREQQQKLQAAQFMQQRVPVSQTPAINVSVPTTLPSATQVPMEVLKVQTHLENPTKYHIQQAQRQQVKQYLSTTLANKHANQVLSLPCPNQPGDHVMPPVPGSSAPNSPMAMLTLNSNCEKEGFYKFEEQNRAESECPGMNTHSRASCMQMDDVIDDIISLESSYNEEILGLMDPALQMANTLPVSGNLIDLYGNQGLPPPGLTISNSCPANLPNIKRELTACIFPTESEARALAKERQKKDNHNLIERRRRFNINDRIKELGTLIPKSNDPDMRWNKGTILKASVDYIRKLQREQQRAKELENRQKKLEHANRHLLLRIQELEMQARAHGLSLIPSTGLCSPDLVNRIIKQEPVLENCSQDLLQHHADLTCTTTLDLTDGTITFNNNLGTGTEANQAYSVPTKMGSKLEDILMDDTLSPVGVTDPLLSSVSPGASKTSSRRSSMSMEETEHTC
GPR151 activ: human GPR151 activation. PathHunter beta-arrestin GPR151 cells, luminescence. activation, % at 11.2 µM. Q8TDV0. AID 1508602. hit rate 1% among 650,000; in the data active = activation above about 4.9%;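 note: 0% = median of compound wells and 100% = cells with positive control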
Target sequence (Q8TDV0 whole entry, looked up): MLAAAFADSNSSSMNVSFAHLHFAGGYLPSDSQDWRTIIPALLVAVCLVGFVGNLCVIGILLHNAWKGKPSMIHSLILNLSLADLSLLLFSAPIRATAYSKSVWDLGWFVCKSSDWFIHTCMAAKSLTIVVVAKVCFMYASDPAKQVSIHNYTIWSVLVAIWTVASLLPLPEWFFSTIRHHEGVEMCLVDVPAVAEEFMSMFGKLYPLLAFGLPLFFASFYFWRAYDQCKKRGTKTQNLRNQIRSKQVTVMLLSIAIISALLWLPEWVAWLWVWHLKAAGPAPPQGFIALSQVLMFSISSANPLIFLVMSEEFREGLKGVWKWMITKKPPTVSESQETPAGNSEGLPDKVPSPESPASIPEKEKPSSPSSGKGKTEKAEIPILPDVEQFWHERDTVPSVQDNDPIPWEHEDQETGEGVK
TEAD-YAP inh: TEAD-YAP interaction inhibition. inhibition, % at 9.12 µM. hit rate 1.4% among 640,000. HEK-TIYL cells, TEAD-Gal4/YAP UAS-luciferase luminescence; in the data active = inhibition above about 32%;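 note: 0% = median of test compound wells and 100% = reference inhibitor wells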
* marks the source's active call; other numbers are inactive results.

Molecule	FBW7 act	MITF inh	GPR151 activ	TEAD-YAP inh
COc1ccc(C2=NN3C(C2)c2cc(Cl)ccc2OC3c2ccc(F)c(F)c2)cc1 (centres undefined)	0.0	3.7	-0.5	-13.4
O=C(COc1ccc(Cl)cc1Cl)NCC1(c2cccs2)CCOCC1	0.3	18.6	-1.2	4.1
CC(C)c1ccc(/C=C2\N=C(c3ccc(Cl)cc3)OC2=O)cc1	0.1	12.8	1.5	8.2
COC(=O)c1cc(NS(=O)(=O)c2ccc(SC)cc2)ccc1Cl	0.0	-8.1	0.2	4.0
Cc1cc(NCc2cccnc2)nc(Nc2nccc3ccccc23)n1	-0.1	-8.3	-2.9	1.1
c1nc(N2CCCCCC2)c2ccsc2n1	0.0	4.9	3.7	10.1
CCOC(=O)CCC(=O)NNC(=O)COc1ccc(C(C)C)cc1Br	-0.1	4.5	0.6	4.1
Cc1cccc(C)c1NC(=O)C1(N(C)C(=O)c2ccc(Cl)cc2)CCC(C(C)(C)C)CC1 (centres undefined)	-0.1	-2.0	-1.3	-1.2
O=C(NCc1cccc(C(F)(F)F)c1)c1cccc(-c2csc3ccccc23)c1	0.1	8.2	-1.4	14.2
COc1ccc(CC(=O)N(C)CC(OC)OC)cc1	0.1	-7.4	1.7	-5.6
COC(=O)c1sc2ccccc2c1NC(=O)c1ccc(C(=O)c2ccccc2)cc1	-0.1	11.3	1.6	6.5
Cc1ccc(OCC(=O)Nc2ccc(N3CCOCC3)cc2)cc1	-0.1	5.7	-0.8	-0.3
CCc1ccccc1N1C(=O)c2ccc(C(=O)O)cc2C1=O	0.0	-8.3	0.7	-1.4
CN=C(Nc1cc(C)nn1CCC#N)c1ccccc1	0.0	7.6	-0.1	5.2
COc1ccc2c(c1)CN(c1ccc(C)cc1)CO2	0.5	16.6	0.2	-33.5
COc1ccc(C)cc1NC(=O)c1cc(S(=O)(=O)N2CCN(c3ccccc3)CC2)ccc1F	-0.1	-3.5	-0.4	1.7
CCCC(c1nnnn1Cc1ccccc1)N1CCN(C(=O)c2ccco2)CC1 (centres undefined)	1.0	3.9	-0.4	8.2
c1coc(CNc2nc3nonc3nc2N2CCSCC2)c1	0.0	7.4	-1.7	-2.3
c1ccc(CNc2ccnc(Nc3ccccn3)n2)cc1	-0.2	1.6	-0.4	-45.4
Cc1cccc2c1-c1sc(C(=O)NCCN3CCOCC3)cc1CO2	-0.1	0.2	0.3	17.9
OCCNc1nc(Nc2ccccn2)nc2c1ncn2-c1ccccc1	0.1	7.9	0.2	33.7*
O=c1cnc2ccccc2n1Cc1ccccc1	0.0	11.2	-0.9	-9.5
Cc1cc2ncn(S(=O)(=O)c3ccc(Cl)c(Cl)c3)c2cc1C	0.1	10.1	-0.8	3.6
CCOC(=O)C(C)Sc1ncnc2c1c(-c1ccccc1)cn2-c1ccc(F)cc1 (centres undefined)	-0.1	13.1	0.0	-4.8

The closing 2 entries of the section above lead into the next:
Molecule	FBW7 act	MITF inh	GPR151 activ	TEAD-YAP inh
Cc1cc2ncn(S(=O)(=O)c3ccc(Cl)c(Cl)c3)c2cc1C	0.1	10.1	-0.8	3.6
CCOC(=O)C(C)Sc1ncnc2c1c(-c1ccccc1)cn2-c1ccc(F)cc1 (centres undefined)	-0.1	13.1	0.0	-4.8
Cc1ccccc1NCc1c(C#N)c2ccccc2n1C	-0.1	1.2	0.0	-20.1
NC(=O)c1c(NC(=O)COc2cccc3ccccc23)sc2c1CCCC2	0.0	10.2	2.2	-55.1
CC1=C(C(=O)Nc2ccc(F)cc2F)C(c2ccc3c(c2)OCO3)C2=C(CCCC2=O)N1 (centres undefined)	0.3	10.6	-1.2	-2.5
COc1ccc(N2CCN(Cc3cccs3)CC2)cc1	-0.5	55.4*	1.1	-0.2
Cc1nn(C)c(C)c1-c1nc2c(NCCN(C(C)C)C(C)C)ncnc2n1C(C)C	0.0	2.4	0.6	9.4
Cc1cc(NC(C#N)c2ccc(-n3ccnc3)cc2)ccc1Br (centres undefined)	0.0	1.8	-1.2	6.8
COc1cccc(OCC(O)CN2CCN(c3ccccn3)CC2)c1 (centres undefined)	-0.2	6.9	1.2	3.0
CCOc1cccc(NC(=O)c2ncoc2-c2cccc(C)c2)c1	0.2	-12.7	-0.8	-13.1
COCCOC(=O)C1=C(C)NC(SCC(=O)Nc2ccc(C)cc2C)=C(C#N)C1c1ccccc1Cl (centres undefined)	0.0	11.5	0.5	5.1
O=C1/C(=C/c2ccc(-c3cccc(C(F)(F)F)c3)o2)SC(=Nc2ccccc2)N1c1ccccc1	0.1	1.3	0.4	-1.9
O=C(Nc1ccc(S(=O)(=O)Nc2nccs2)cc1)c1ccc(F)cc1	0.4	0.4	-1.6	-8.7
Cc1cc2cc3c(cc2n2c(SCC(=O)NC(C)(C)C)nnc12)OCO3	0.6	19.4	1.3	-8.3
CCN1CCN(c2nn3c(=O)c4c5c(sc4nc3c3ccccc23)CCCC5)CC1	0.7	-5.7	-0.8	-6.6
COc1ccc(C(=O)[C@@H]2[C@@H](c3cccnc3)C(C#N)(C#N)[C@H]3C=Cc4ccccc4N23)cc1	0.3	12.1	2.5	58.4*
COc1ccc(/C=c2\sc3nc4cc(Br)cnc4n3c2=O)c(OC)c1	0.3	7.6	0.5	-0.7
O=C(/C=C/c1ccccc1)N1CCN(Cc2nc3ccccc3c(=O)[nH]2)CC1	-0.1	9.0	1.1	3.4
COc1ccc(-c2ccc(=O)n(CC(=O)Nc3cccnc3)n2)cc1	-0.1	2.3	-0.1	-6.3
CC(=O)NC(c1ccccc1)(c1ccccc1)C(F)(F)F	0.0	9.4	-1.7	-38.2
C=CCn1c(COc2ccc(Cl)cc2)nnc1SCC	0.0	3.6	0.0	5.6
CC1(C)CC(=O)C2=C(C1)Nc1nnnn1C2c1ccccc1F (centres undefined)	-0.2	0.4	-2.1	-0.4
CC(=O)c1cccc(-c2nc(NCCO)c3[nH]cnc3n2)c1	0.1	7.5	-0.6	-2.2
CCCc1ccccc1OC1=NS(=O)(=O)c2cc([N+](=O)[O-])ccc21	0.0	6.4	0.8	-0.1
CCc1n[nH]c(=S)n1/N=C(\C)c1ccc(F)cc1	-0.1	6.6	0.6	-1.0
Cc1cccc(C2(c3cccc(C)c3)CC2C(=O)NCc2cccnc2)c1 (centres undefined)	0.1	-1.6	0.5	-5.4

Exported with values under each structure: two of the compounds above.
Below each SMILES: FBW7 act | MITF inh | GPR151 activ | TEAD-YAP inh
> CC(=O)NC(c1ccccc1)(c1ccccc1)C(F)(F)F
 : 0.0 | 9.4 | -1.7 | -38.2
> CCc1n[nH]c(=S)n1/N=C(\C)c1ccc(F)cc1
 : -0.1 | 6.6 | 0.6 | -1.0

Other results
Molecule	FBW7 act	MITF inh	GPR151 activ	TEAD-YAP inh
Cc1ccc(N2C(=O)NC(=O)/C(=C\c3ccccc3)C2=O)cc1C	-0.1	8.2	0.2	-8.2
O=C(NCCc1nnc2n1CCN(Cc1cccc3ccccc13)CC2)c1cccnc1	0.2	5.6	-0.9	9.2
CC(=O)Nc1ccc(C(=O)OCC(=O)Nc2cc(C)cc(C)c2)cc1	0.0	9.1	1.5	4.1
CC1CCCN(C2CCC(=O)N(Cc3cccc(F)c3)CC2)C1 (centres undefined)	0.6	2.6	-0.2	-4.3
O=C(Oc1ccc(-c2ccc(OC(=O)c3ccc(Cl)cc3Cl)cc2)cc1)c1ccc(Cl)cc1Cl	-0.1	2.7	-0.9	4.2
COc1ccc(/C=C2\C(=O)N(c3ccc(S(N)(=O)=O)cc3)N=C2C)cc1	-0.4	3.7	1.1	4.5
CCC[C@@H]1NC(=O)[C@H]2CN(C(=O)c3cc(F)cc(F)c3)CCN2C1=O	-0.1	-2.3	0.5	-5.0
Cc1ccc(-n2nnnc2SCC(=O)N2Cc3ccccc3CC2C(=O)O)cc1 (centres undefined)	-0.1	3.5	2.6	-5.8

Results in MITF inh and GPR151 activ (three entries from above):
Compound,MITF inh,GPR151 activ
O=C(Oc1ccc(-c2ccc(OC(=O)c3ccc(Cl)cc3Cl)cc2)cc1)c1ccc(Cl)cc1Cl,2.7,-0.9
COc1ccc(/C=C2\C(=O)N(c3ccc(S(N)(=O)=O)cc3)N=C2C)cc1,3.7,1.1
CCC[C@@H]1NC(=O)[C@H]2CN(C(=O)c3cc(F)cc(F)c3)CCN2C1=O,-2.3,0.5

Carrying on.
Molecule	FBW7 act	MITF inh	GPR151 activ	TEAD-YAP inh
CCc1c(C)sc2ncn(C3CCN(C(=O)c4n[nH]c5c4CCCC5)CC3)c(=O)c12	0.0	-10.7	0.7	17.8
CCCC(=O)Nc1ccc(C(=O)NCCNC(=O)c2ccccc2OC)cc1	0.4	-2.4	-1.7	-4.9
O=C1CCCN1c1ccc(S(=O)(=O)N2CCC(c3ccccc3)CC2)cc1	-0.1	-7.0	-0.5	-14.4
CCOP(=O)(OCC)C(/N=C/c1ccccc1)C(F)(F)F (centres undefined)	0.6	10.2	0.0	11.9
N#C/C(=C\Nc1ccc(Cl)cc1F)C(N)=S	0.1	22.3	0.2	0.4
CCn1c(=O)c2cc(C(=O)NCc3cccc(OC)c3)sc2c2ccccc21	0.0	-2.6	-0.6	3.0
CS(=O)(=O)N(CC(=O)N/N=C/c1ccco1)c1ccc(Oc2ccccc2)cc1	0.1	-18.1	0.9	-12.0
CCOc1ccc(C2C(=O)N(C3CCCCCC3)CC(=O)N2CC2COc3ccccc3O2)cc1OC (centres undefined)	0.1	-10.2	-1.8	-8.0
O=C(CSc1nnc(CNC(=O)c2ccc(S(=O)(=O)N3CCCC3)cc2)n1-c1ccc(F)cc1)Nc1nccs1	0.0	-0.8	0.3	10.7
CC(C)(C)CC(=O)N1CCN(S(=O)(=O)c2cccs2)CC1	0.1	4.8	-0.7	-4.8
COc1cc(C2c3[nH]c4ccccc4c3CCN2C(=O)CCCN2CCCC2=O)ccc1F (centres undefined)	0.1	10.1	-0.8	-7.0
N#Cc1cc2cc3c(cc2nc1NCCCNC(=O)Nc1cccc(F)c1)OCO3	0.0	0.2	-0.9	-6.1
CC(C)CN1C(=O)C(=O)N(CCOc2ccc(Br)cc2)C1=O	0.5	7.4	2.4	4.4
O=S(=O)(NCCn1ccc2ccccc21)c1ccccc1	0.0	-4.9	1.8	1.2
Cc1cc(Cl)c(N2CCN(Cc3nc4ccccc4[nH]3)CC2)cc1S(C)(=O)=O	0.1	5.9	-1.5	-1.5
COc1ccccc1-c1c(C)nn2c(NCCN3CCCC3)cc(C)nc12	-0.2	4.3	-0.1	-0.8
CCN(CC)S(=O)(=O)c1ccc(N2CCC(C)CC2)c(C(=O)O)c1	0.1	-33.6	-0.8	-1.7
O=C(CN1C(=O)c2ccccc2C1=O)Nc1ccc2c(c1)C(=O)NC2=O	0.7	12.2	0.0	-8.6
O=C(NC(=S)Nc1ccc(-c2nc3cc(Cl)ccc3o2)cc1)c1cncc(Br)c1	0.0	3.0	0.3	-53.2
CCC1CN(Cc2ccc3c(c2)OCCO3)Cc2cc(OC)ccc2O1 (centres undefined)	-0.1	6.0	3.7	-1.7
CCOC(=O)C1CCCN(c2c(NC(c3ccccc3)c3ccccc3)c(=O)c2=O)C1 (centres undefined)	-0.1	-6.5	2.6	-8.1
COc1ccc(C2CC(=O)C3=C(C2)NC(=O)CC3c2ccccc2F)cc1 (centres undefined)	0.0	8.4	-0.2	0.3
COc1ccc(CC(=O)NC(C)c2nc(-c3cccnc3)n[nH]2)cc1 (centres undefined)	-0.1	3.1	1.9	0.1
CCc1ccc(C2C(C#N)=C(N)N(c3cccc(C)c3)C3=C2C(=O)CC(C)(C)C3)cc1 (centres undefined)	0.0	5.6	-0.5	-4.2
Cc1ccccc1NC(=S)NNC(=O)c1ccncc1	0.1	12.0	-3.3	0.9
CCC1CCCCN1S(=O)(=O)c1ccc2c(c1)CC(C)N2C(C)=O (centres undefined)	0.0	-5.2	0.5	-28.4
COc1ccc(NC(=S)N2CCC(N(C)CC3CCCO3)CC2)cc1 (centres undefined)	0.1	1.4	0.3	0.0
COc1ccc(C2(C(=O)NCC3Cc4cc(-c5cncnc5)ccc4O3)CCCC2)cc1 (centres undefined)	0.2	14.2	1.3	-5.7
CC(C)(C)c1nc(SCC(=O)NCc2ccco2)c2ccccc2n1	0.0	15.7	-0.1	-3.6
CCc1nnc(NC(=O)Cc2ccccc2)s1	0.0	0.5	-0.2	3.3
N#Cc1ccc(-c2ccccc2)nc1SCCN1CCOCC1	0.0	6.2	0.5	-0.8
